ROCK2 inh = inhibitors of human ROCK2 kinase, primary screen, biochemical, high-throughput, luminescence; Rho-associated protein kinase 2 (Homo sapiens), O75116; purified ROCK2, Kinase-Glo ATP depletion luminescence; inhibition, % at 6 µM; 60,000 tested, 0.35% active;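 active means inhibition above the screen-wide mean inhibition plus 3 SD, cut at about 18% in these data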;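 further: plate controls were DMSO wells for no effect and Y-27632 control wells after no-enzyme background subtraction for full effect; many of its hits are not listed in these tables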
JNK3 inh = JNK3 kinase activity inhibitors, primary screen, biochemical, human, purified enzyme | inhibition, % at 8 µM | HTS | 60,000 tested, 0.61% active | Mitogen-activated protein kinase 10 (Homo sapiens), P53779; in the data active means inhibition above about 17%;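 further: 0% = DMSO and 100% = reference inhibitor; many of its hits are not listed in these tables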
Target sequence (P53779 whole entry, looked up): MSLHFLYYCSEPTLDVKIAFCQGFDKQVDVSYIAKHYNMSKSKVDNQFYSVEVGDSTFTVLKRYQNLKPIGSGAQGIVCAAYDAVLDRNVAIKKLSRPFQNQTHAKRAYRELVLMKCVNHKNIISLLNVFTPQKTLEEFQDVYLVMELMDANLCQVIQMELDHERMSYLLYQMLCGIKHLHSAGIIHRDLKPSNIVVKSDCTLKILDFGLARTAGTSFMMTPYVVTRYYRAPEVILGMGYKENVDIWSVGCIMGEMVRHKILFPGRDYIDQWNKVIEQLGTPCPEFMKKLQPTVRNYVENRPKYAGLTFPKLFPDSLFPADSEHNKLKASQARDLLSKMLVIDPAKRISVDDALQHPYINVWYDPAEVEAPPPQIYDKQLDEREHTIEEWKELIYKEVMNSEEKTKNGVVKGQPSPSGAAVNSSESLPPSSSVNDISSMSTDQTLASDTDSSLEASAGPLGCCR
TNAP act DEA = human TNAP enzyme activators, primary screen, biochemical, luminescent, intermediate phosphate acceptor level; purified TNAP, CDP-star luminescence, 100 mM DEA, 30 min; hits give high values; scale: 0 levamisole-inhibited, 1 vehicle-only enzyme; 64,000 tested, under 10 active; activation factor at 20 µM; AID 813, 2007;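 active means activation factor of at least 2 at 20 µM, relative to controls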
Target sequence (P05186 whole entry, looked up): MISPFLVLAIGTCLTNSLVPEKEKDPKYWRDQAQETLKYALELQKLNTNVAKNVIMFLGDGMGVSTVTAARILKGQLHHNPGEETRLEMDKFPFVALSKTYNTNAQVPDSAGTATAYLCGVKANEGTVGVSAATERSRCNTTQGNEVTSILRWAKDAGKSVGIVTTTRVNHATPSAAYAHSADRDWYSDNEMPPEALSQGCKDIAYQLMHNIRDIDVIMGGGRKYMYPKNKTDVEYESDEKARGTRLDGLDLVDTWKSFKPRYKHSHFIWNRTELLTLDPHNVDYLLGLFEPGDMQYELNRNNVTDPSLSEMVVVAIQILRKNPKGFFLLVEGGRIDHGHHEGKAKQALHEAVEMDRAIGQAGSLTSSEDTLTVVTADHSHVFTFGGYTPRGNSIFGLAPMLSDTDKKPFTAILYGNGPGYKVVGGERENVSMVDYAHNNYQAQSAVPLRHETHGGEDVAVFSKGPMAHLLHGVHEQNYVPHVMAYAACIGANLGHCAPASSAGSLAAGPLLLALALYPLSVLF
Jurkat tox 60K = cytotoxicity toward Jurkat T cells, primary screen, cytotoxicity control, cell-based, Jurkat E6.1, 60K MLSMR library; Jurkat E6.1 viability, ATP luminescence, 48 h; inhibition, % at 4 µM; 56,000 tested, 1.2% active; AID 463, 2006;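 active means inhibition above the mean inhibition of all tested compounds plus 3 SD, cut at about 28% in these data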
HEK293 NFkB inh = inhibitors of PMA/ionomycin-induced NF-kB reporter, primary screen, antigen receptor NF-kB inhibitor project, cell-based, HEK-293 luciferase reporter, luminescence; 62,000 tested, 0.21% active; inhibition, % at 3 µM; HEK-293 NF-kB luciferase reporter;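 active means inhibition above the mean of all tested compounds plus 3 SD, cut at about 40% in these data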;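 further: 0% = stimulated DMSO wells and 100% = 10 µM reference inhibitor 5653914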
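Reagent: PMA plus ionomycin mix as NF-kB-activating stimulus. Assay system: NF-kB luciferase reporter HEK-293 cells. Technique: luminescence from luciferase substrate reagent. Incubation: 1 h compound pre-incubation, 16 h PMA/ionomycin at 37 °C. Benchmarks: DMSO only as uninhibited control, 10 µM reference inhibitor as full inhibition. Repeats: tested once.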
MMP-13 inhibitor = human MMP13 inhibitors, primary screen, biochemical, FRET peptide cleavage; 65,000 tested, 0.07% active; inhibition, % at 4 µM; MMP-13 fTHP FRET cleavage, Mca fluorescence;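 active means inhibition above the mean of compound-free control plate wells plus 3 SD, cut at about 14% in these data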;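 further: 0% = DMSO wells and 100% = wells with reference MMP-13 inhibitor after basal subtraction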
PKA inh = inhibitors of human PKA kinase activity, primary screen, biochemical, ATP-depletion luminescence, Kemptide substrate | cAMP-dependent protein kinase catalytic subunit alpha (Homo sapiens), P17612 | PKA Kemptide phosphorylation, Kinase-Glo ATP luminescence | inhibition, % at 6 µM | 65,000 tested, 0.1% active | AID 524, 2006;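 active means inhibition above the screen-wide mean inhibition plus 3 SD, cut at about 21% in these data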; further: many of its hits are not listed in these tables
MKP-1 inh = MKP-1 phosphatase inhibitors, primary screen, biochemical, in vitro. recombinant MKP-1, OMFP hydrolysis fluorescence. inhibition, %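 (compounds tested at a single concentration somewhere between 10 and 100 µM)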. 65,000 tested, 0.15% active. AID 374, 2006;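 active means inhibition above about 50%, limit read from the data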;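 further: 0% = DMSO max control wells and 100% = wells with enzyme stopped by NaOH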
Cdc25B block = inhibitors of Cdc25B phosphatase catalytic domain, primary screen, biochemical, OMFP fluorescence | inhibition, %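 (compounds tested at 10 µM final in the well)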 | M-phase inducer phosphatase 2 (Homo sapiens), P30305 | recombinant Cdc25B, OMFP fluorescence Ex485/Em525 | 65,000 tested, 0.1% active; in the data active means inhibition above about 50%
Numbers without * were called inactive; nt = no result given; & = joins results of further samples.

SMILES	ROCK2 inh	JNK3 inh	TNAP act DEA	Jurkat tox 60K	HEK293 NFkB inh	MMP-13 inhibitor	PKA inh	MKP-1 inh	Cdc25B block
O=C(Cn1c(C(=O)N2CCN(C3CCCCC3)CC2)cc2sccc21)c1ccccc1	-5	5	1	6	11	3	-4	-3	-15
CCCC(C(=O)NCC1CCCO1)N(Cc1ccco1)C(=O)CNS(=O)(=O)c1ccc(F)cc1 (configuration not stated)	3	-2	1	-10	14	-1	4	-3	4
COc1ccc(C2C(=O)N(CCc3ccccc3)CC(=O)N2C2CCCC2)cc1 (configuration not stated)	nt	nt	0.9	nt	8	-1	8	0	-10
O=C(Nc1ccon1)c1cnc2sccn2c1=O	0	-8	0.9	0	12	-32	6	-5	1
Cc1noc(C)c1S(=O)(=O)N1CCC(Cc2ccccc2)CC1	-1	-5	1	7	8	2	4	7	-16
CCOC(=O)c1c(CN2CCOCC2)n(C)c2cc(Br)c(O)c(CN(C)C)c12	-6	-6	nt	10	2	10	-12	15&-1	-6&-9
COc1cccc(N(CC(=O)NCCSc2ccccc2)S(C)(=O)=O)c1	4	2	0.9	-3	9	-3	4	-5	-4
O=C(CS(=O)(=O)c1cn(Cc2ccc(F)cc2)c2ccccc12)N1CCCCC1	nt	nt	0.8	nt	11	4	2	-8	-23
Cn1c(Cc2csc(N)n2)nnc1SCC(=O)NC1CCCCC1	2	4	0.8	-3	4	0	1	-1	-3
Cc1noc(C)c1C(=O)Nc1nnc(-c2ccccc2)s1	6	4	1	2	1	-1	12	4	-7

Reformatted as comma-separated lines: two of the compounds above
Compound,ROCK2 inh,JNK3 inh,TNAP act DEA,Jurkat tox 60K,HEK293 NFkB inh,MMP-13 inhibitor,PKA inh,MKP-1 inh,Cdc25B block
CCOC(=O)c1c(CN2CCOCC2)n(C)c2cc(Br)c(O)c(CN(C)C)c12,-6,-6,nt,10,2,10,-12,15&-1,-6&-9
CCCC(C(=O)NCC1CCCO1)N(Cc1ccco1)C(=O)CNS(=O)(=O)c1ccc(F)cc1 (configuration not stated),3,-2,1,-10,14,-1,4,-3,4

Continuation.
SMILES	ROCK2 inh	JNK3 inh	TNAP act DEA	Jurkat tox 60K	HEK293 NFkB inh	MMP-13 inhibitor	PKA inh	MKP-1 inh	Cdc25B block
O=C(c1ccc(S(=O)(=O)N2CCOCC2)cc1)N1CCN(c2ccccc2F)CC1	2	-7	1	1	14	1	0	10	-13
Cc1ccc(-c2nnc(COc3cccc(-n4cnnn4)c3)o2)cc1	4	6	0.9	0	11	7	8	9	-1
CCOC(=O)C1=C(C)N=C2SC(CC)C(=O)N2C1c1cccc(F)c1 (configuration not stated)	-2	-6	1	0	3	3	-3	16	-14
CCc1c(C)nc2ncnn2c1Nc1ccc(C#N)c(Cl)c1	5	2	0.9	1	17	7	6	2	-7
COc1cccc(C(=O)OC2CCCN(C)C2)c1 (configuration not stated)	4	3	0.9	nt	nt	6	6	-25	-31
OC(COCC1COc2ccccc2O1)CN1CCc2ccccc2C1 (configuration not stated)	nt	nt	1	nt	8	3	6	-1	-18
CCOC(=O)Nc1ccc2c(c1)ncn2C1CCCCC1	0	-2	1	-2	0	-1	6	4	-1
COC(=O)c1cccc(NC(=O)CN2CCOCC2)c1	2	6	0.9	-5	1	-10	2	1	-10
Cc1ccc(NC(=O)C2CCCN(S(=O)(=O)c3c(C)noc3/C=C/N(C)C)C2)cc1F (configuration not stated)	0	-1	1	10	6	-1	1	5	0
COc1ccccc1C1CC(c2ccc(C)cc2)Nc2ncnn21 (configuration not stated)	-4	-3	0.9	4	19	3	3	4	4
O=C(NC(=O)c1ccc(Cl)c(Cl)c1)OC1CCS(=O)(=O)C1 (configuration not stated)	3	0	0.9	0	22	-3	1	0	-2
CCOC(=O)c1[nH]c(=O)[nH]c1COC(=O)c1cc2ccccc2o1	9	3	1.2	-2	17	1	7	11	-6
CCOC(=O)c1c(C)[nH]c(C(=O)COC(=O)c2cnc(C)cn2)c1C	0	2	0.9	2	-3	0	8	20	-11
Cc1c(C(=O)OCC(=O)c2ccc3c(c2)OCCO3)oc2ccccc12	nt	nt	0.9	nt	0	10	8	0	-7
CCOC(=O)N1CCC(NC(=O)Cn2c3c(c(-c4ccccc4Cl)cc2=O)CCC3)CC1	7	2	0.8	-7	17	-18	6	-7	-8
CCCCN(C(=O)NC(=O)C1=C(N2CCOCC2)/C(=C/c2ccccc2)CC1)S(C)(=O)=O	nt	nt	1	nt	11	-56	2	19	-24
COC(=O)c1ccccc1NC(=O)c1cnn2c(C(F)F)cc(C3CC3)nc12	0	7	0.9	2	2	-2	-1	-7	-16
CCOC(=O)c1nnn(-c2nonc2-n2cccc2)c1CN1CCC(C)CC1	2	6	1	-2	20	-5	-1	19	-8
CC1(C)CC(=O)c2c(O)cc(O)cc2O1	7	-8	0.8	-6	0	6	10	-8	-13
CN1CCN(c2cc(=O)n(-c3ccc(Cl)cc3)c(=O)[nH]2)CC1	1	-3	0.9	5	23	0	-3	4	0
O=C(NC1CCCc2ccccc21)C1CCN(S(=O)(=O)N2CCCCCC2)CC1 (configuration not stated)	5	2	0.9	8	16	-4	-1	17	-10
Fc1ccc(-c2nn3c(C4COc5ccccc5O4)nnc3s2)cc1 (configuration not stated)	3	1	0.9	-6	5	1	0	-1	0
COc1ccc(NC(=O)CSc2nnc(CN3CCOCC3)n2-c2ccccc2)cc1Cl	1	1	1	-1	-2	6	5	12	-3
COc1ccc(N2C(=O)CC(Cc3ccccc3)C2=O)cc1 (configuration not stated)	1	-3	1	-6	5	0	3	-9	-8
CCCCOc1ccc(NC(=O)CN2CCN(C(=O)OCC)CC2)cc1	nt	nt	1	nt	19	-2	-1	-6	-6
Cc1cc(C)cc(-c2nnc(SCC(=O)NCc3cccs3)o2)c1	nt	nt	0.9	nt	22	-2	6	10	7
O=C(NCc1ccccn1)c1ccc(Cl)cc1Cl	5	7	0.9	-6	10	1	8	3	-6
CN1C(=O)c2c(sc3c2CCCC3)NC1c1ccccc1O (configuration not stated)	8	-2	0.8	nt	nt	2	6	26	10
Cc1cc(NC(=O)c2cnn3cccnc23)n(-c2ccccc2)n1	11	4	0.9	2	15	0	11	25	-8
CC(=O)N1CCN(C(=O)CCc2c[nH]c3ccccc23)CC1	6	0	1	-2	6	3	10	10	4
CC(C)(C)OC(=O)N1CCOCCOCCN(C(=O)OC(C)(C)C)CCOCC1	1	10	1	1	17	0	-3	2	-13
CCn1c(COc2ccccc2)nnc1SCC(=O)Nc1cc(OC)ccc1OC	3	0	1	-5	6	8	-4	26	-5
c1ccc2c(c1)[nH]c1c(N3CCSCC3)ncnc12	8	-9	0.9	nt	nt	-54	1	-25	-9
CCOC(=O)Cc1csc(NC(=O)COc2ccc(OC)cc2)n1	-3	8	1	0	2	5	3	1	-8
COc1ccc(NC(=O)c2ccco2)cc1N	-5	-10	1	-1	-3	1	-6	-1	11
Cc1ccc(N(C(=O)c2ccc3c(c2)OCO3)C2C=CS(=O)(=O)C2)cc1 (configuration not stated)	2	0	0.9	-7	-3	-3	5	0	-14
Cc1cc(-n2c(C)cc(C(=O)CN3C(=O)NC4(CCCCC4C)C3=O)c2C)no1 (configuration not stated)	-5	-2	0.9	10	15	8	0	19	3
O=C1CCCC2=C1C1(CCCC1)N=C(Nc1nc3ccccc3o1)N2	7	-9	1	3	4	-1	4	13	-12
COc1ccc(C)cc1C(=O)C1CC(C(=O)O)C(C)(C)C1C (configuration not stated)	6	-4	1	1	11	1	4	-3	0
COc1ccccc1N1CCN(CCc2n[nH]c(=S)n2-c2ccccc2)CC1	-3	0	0.9	2	13	1	-7	-12	-4
CCCS(=O)(=O)N1CCCC(C(=O)NCCc2ccc(OC)c(OC)c2)C1 (configuration not stated)	10	-8	1	2	-4	2	8	-7	11
COc1cccc(-c2nc(CS(=O)CC(=O)NCCCOC(C)C)c(C)o2)c1 (configuration not stated)	6	-4	0.9	-1	10	2	10	10	-14
COC(=O)C(C)Sc1nnc(Cc2cc(=O)[nH]c(=O)[nH]2)n1-c1ccc(Cl)cc1 (configuration not stated)	1	-8	0.9	1	11	0	-6	1	-6
CSc1nnnn1CCn1nnnc1SC	2	0	1	2	7	12	6	-8	17
O=C(Nc1cccc(Cl)c1)C1CCCN(S(=O)(=O)c2cnc[nH]2)C1 (configuration not stated)	4	-6	0.9	10	10	5	-5	-3	3
CCOc1ccc(NCCC(=O)c2ccc3c(c2)OCO3)cc1	2	2	0.8	10	2	0	2	-7	-12
Cc1ccc(-c2nnn(CC(=O)N(c3cccc(F)c3)C(C(=O)NC3CCCC3)c3ccco3)n2)o1 (configuration not stated)	4	4	0.9	-11	19	2	12	26	7
CCC1CCCCN1c1nc(-c2cccc(OC)c2O)nc2ccccc12 (configuration not stated)	11	-5	0.9	nt	nt	0	6	-17	7
CCOc1ccc(CCNC(=O)C2CCCN(c3nn4c(=O)cc(C)nc4s3)C2)cc1OCC (configuration not stated)	4	0	0.9	-5	9	1	13	9	-9
COc1ccc(Nc2oc(-c3cccs3)nc2C#N)cc1	6	0	0.9	nt	nt	-21	2	-32	19

Further results
SMILES	ROCK2 inh	JNK3 inh	TNAP act DEA	Jurkat tox 60K	HEK293 NFkB inh	MMP-13 inhibitor	PKA inh	MKP-1 inh	Cdc25B block
COc1ccc2cc(C(c3nnnn3Cc3ccc(F)cc3)N3CCCCCC3)c(=O)[nH]c2c1 (configuration not stated)	0	7	0.8	4	16	-4	-5	14	5
Cc1cc(OCC(=O)Nc2ccc(S(=O)(=O)N3CCN(C)CC3)cc2)cc(C)c1Cl	-1	2	1	-2	15	4	4	5	-6
CCc1nc(SCC(=O)Nc2cc(C)on2)c2c(C)c(C)sc2n1	2	3	0.8	-3	7	-19	4	8	-3
Cc1ccccc1-n1nnnc1-c1ccccc1	5	3	0.8	0	15	5	9	-2	-14
Cc1ccc2c(c1)N(CC(=O)c1cccc(Cl)c1)C(=O)C(C)O2 (configuration not stated)	-1	2	0.8	4	18	9	-2	-2	6
CCc1c(C)sc(NC(=O)c2cc(-c3ccco3)on2)c1C#N	7	9	0.9	3	-2	0	2	11	-3
Cn1c(=O)n(CC(=O)N2CCOCC2)c2ccccc21	-7	-2	nt	6	15	5	-1	13	-2
COc1cccc(-c2cc(C(=O)NCc3ccco3)no2)c1	nt	nt	0.9	nt	-13	3	11	-8	-1
CCn1c(=O)c(C(=O)NCc2ccccn2)c(O)c2ccccc21	0	4	0.9	0	8	-1	-8	6	3
Cc1ccc(OC(=O)c2cccc(C(=O)Oc3ccc(C)cn3)n2)nc1	7	-5	1.1	0	9	-2	14	5	-14
Cc1nnc(C)n1/N=C/c1ccccn1	-4	-13	1	-1	8	-2	-1	-5	-4
CCOCCn1cnc2sc(C(=O)Nc3nc(C)c(C(=O)OCC)s3)c(C)c2c1=O	3	0	0.9	-2	6	1	2	28	7
O=S(=O)(c1cccs1)N1CN(CC2CCCO2)c2nc3ccccc3nc21 (configuration not stated)	10	6	0.9	-3	3	-21	3	-13	0
